Source: PubChem (Small Molecule Screening Facility, UW Madison)
PriA SSB inh = K. pneumoniae PriA-SSBct interaction inhibition | AlphaScreen SSBct-PriA binding, biotinylated peptide | inhibition, % at 33 µM | actives 0.6% (n = 430,000) | AID 1272365; in the data active means inhibition mostly above about 37%, no sharp cut-off; inactive means mostly below about 20%;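 further: plate controls were negative control peptide for no effect and reference peptide for full effect; strong numbers were not always called active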
An asterisk follows results filed as active; & = joins results of further samples. The list is partial (hit frequency here may not be typical).

SMILES	PriA SSB inh
CCN(CC)c1ccc(C(=O)NN=C(C)c2cccnc2)cc1	-3
O=C(CC(NCCC1=CCCCC1)C(=O)O)Nc1ccc(OC(F)F)cc1 (stereo not drawn)	-8
COc1cccc(OCC(=O)Nc2ccc3c(c2)N(C(=O)c2ccco2)CC3)c1	12
CC(C)Cn1c(C=NNc2nc3ccccc3[nH]2)nc2ccccc21	23
Cc1nc2ccccc2c(=O)n1-c1ccc(F)c(NS(=O)(=O)c2ccc(Cl)s2)c1	-6
COCCN1CCC(CNC(=O)C(=O)NC(C)c2ccccc2)CC1 (stereo not drawn)	-3
COc1ccc(S(=O)(=O)N2CCN(c3ccc(-c4cccs4)nn3)CC2)cc1	7
CN(C)c1ccnc(CNC(=O)Nc2ccc3c(c2)OCCO3)n1	-8
O=C(Cc1c(F)cccc1Cl)NCC1CCN(C(=O)Oc2ccccc2)CC1	-19
CCOc1ccc(CC(=O)Nc2ccc3c(c2)CC(=O)N3C)cc1	3
COc1ccc(S(=O)(=O)N2CCCCC2CC(=O)Nc2c(C)n(C)n(-c3ccccc3)c2=O)cc1 (stereo not drawn)	10
COc1ccc2nc(-c3ccc(NC(=O)c4cccc(Cl)c4)cc3)cn2n1	-12
Nc1cc(-c2ccc(Cl)cc2)no1	-19
COc1cc(C(=O)Nc2nc(CN3CCc4ccccc4C3)cs2)cc(OC)c1OC	11
Cc1cc(NC(=O)C(=O)NCC2CCN(Cc3ccccc3)CC2)c2ccccc2n1	-9
CC(Oc1cc(Cl)ccc1Cl)C(=O)NN=Cc1ccnn1C (stereo not drawn)	-20
Cc1ccc2sc(N(Cc3ccccc3)C(=O)C3CCCN3S(C)(=O)=O)nc2c1C (stereo not drawn)	-13
O=C(NCCOc1ccc2nnc(-c3cccc(F)c3)n2n1)Nc1ccccc1F	-2
O=C(NCC#CCN1CCOCC1)NC1CCCCC1	-3
O=C(NCCCc1ccccc1)N1Cc2cncnc2C1	-10
O=C(c1ccsc1)N1CCC[C@H](c2nnc(-c3ccsc3)o2)C1	-11
CC(=O)Nc1ccc(C(C)=NNc2nc(Nc3cccc4ccccc34)nc(N3CCOCC3)n2)cc1	17
Clc1ccc(-c2csc(NN=Cc3cccnc3)n2)cc1	-28
Cc1cc(C)c(-c2ccc(=O)n(CC(N)=O)n2)cc1C	-7
CCc1cccc(NC(=O)CSc2nccn3nc(-c4ccc(F)cc4)cc23)c1	-14
CCCCc1ccc(NC(=O)CC(NCC2CCCO2)C(=O)O)cc1 (stereo not drawn)	-18
COc1ccccc1-c1ccc(N2CCCC(C(=O)Nc3cccc(C(C)=O)c3)C2)nn1 (stereo not drawn)	-3
COCCNC(=O)C(=O)Nc1cc(C)nc2ccccc12	-1
COc1ccc(S(=O)(=O)Nc2cccc(N3CCCC3=O)c2)c(OC)c1	-14
O=C(Nc1nnc(Cc2cccs2)o1)C1CCCCC1	-11
Cc1cccc(C(=O)Nc2cccc(C(=O)NN=Cc3ccncc3)c2)c1	-6
O=C(/C=C/c1ccccc1Cl)Nc1ncc(Cc2ccc(Cl)c(Cl)c2)s1	12
CC(=NNC(=O)COc1ccc(C(C)(C)C)cc1)c1ccc(-n2ccnc2)cc1	-2
COC(=O)c1ccc(OC)c(S(=O)(=O)NCc2ccnc(-c3ccsc3)c2)c1	-11
CSCCC(C)(O)CNC(=O)C(C)(C)Oc1ccc(Cl)cc1 (stereo not drawn)	-3
Cc1ccc(-c2csc3c(=O)n(C)c(SCC(=O)Nc4cccc(C#N)c4)nc23)cc1	16
COc1ccc(S(=O)(=O)Nc2ccc3c(c2)CN(C(=O)c2cccs2)CC3)c(C)c1	9
COc1ccc(C(=O)NCCn2ncc3c(=O)n(Cc4ccccc4F)cnc32)cc1	-4
CCCS(=O)(=O)N1CCN(c2cc(-n3ccnc3)ncn2)CC1	2
CCCOc1ccc(C(O)=C2C(=O)C(=O)N(c3ccccn3)C2c2ccc(OC)cc2)cc1C (stereo not drawn)	-8

A second format for six compounds above.
Compound,PriA SSB inh
COc1ccc(C(=O)NCCn2ncc3c(=O)n(Cc4ccccc4F)cnc32)cc1,-4
O=C(/C=C/c1ccccc1Cl)Nc1ncc(Cc2ccc(Cl)c(Cl)c2)s1,12
CSCCC(C)(O)CNC(=O)C(C)(C)Oc1ccc(Cl)cc1 (stereo not drawn),-3
CCCS(=O)(=O)N1CCN(c2cc(-n3ccnc3)ncn2)CC1,2
COc1ccc(S(=O)(=O)Nc2ccc3c(c2)CN(C(=O)c2cccs2)CC3)c(C)c1,9
Cc1ccc(-c2csc3c(=O)n(C)c(SCC(=O)Nc4cccc(C#N)c4)nc23)cc1,16

An excerpt taken from the entries so far, for reference:
SMILES	PriA SSB inh
COC(=O)c1ccc(OC)c(S(=O)(=O)NCc2ccnc(-c3ccsc3)c2)c1	-11
CSCCC(C)(O)CNC(=O)C(C)(C)Oc1ccc(Cl)cc1 (stereo not drawn)	-3

(continued)
SMILES	PriA SSB inh
CCC(CC)C(=O)NCC(c1ccsc1)N1CCCCCC1 (stereo not drawn)	-7
NS(=O)(=O)c1ccc(NN=Cc2ccc[nH]2)c([N+](=O)[O-])c1	14
CCOc1ccc(-c2cn3c(CC(=O)Nc4ccc(OC)c(OC)c4)csc3n2)cc1	32
O=C(Nc1ccccc1-c1cn2ccccc2n1)c1cncc(Br)c1	-18
CC(=O)c1ccc(N2CCN(C(=O)c3nnn(-c4ccc(F)cc4)c3C)CC2)cc1	-14
Cc1cc(C)c(C)c(S(=O)(=O)N2CCN(c3ccccc3F)CC2)c1C	-18&-3
Cc1ccc(-c2csc(NC(=O)c3nc4ccccc4s3)n2)cc1	-5
COc1cccc(-n2nnc3c(N4CCN(S(C)(=O)=O)CC4)ncnc32)c1	-7
Cc1c(C(=O)NN=Cc2ccncc2)no[n+]1[O-]	-5
Cc1ccc(OCCCC(=O)Nc2cccc(Br)c2)cc1	-22
CC(=O)NN=CC1=CCC2CC1C2(C)C (stereo not drawn)	-11
S=c1[nH]nc(-c2ccco2)n1N=Cc1cccs1	-12
COc1ccc(-c2noc(Cn3nc(-c4ccc(C)c(C)c4)ccc3=O)n2)cc1	-8
O=C(Nc1nc2cc3c(cc2s1)OCCO3)c1ccno1	-3
COCCn1nc(CNC(=O)c2nc3ccccc3s2)cc1-c1ccco1	3
CC(C)N1CCC(CNC(=O)C(=O)Nc2ccc(C(F)(F)F)cc2)CC1	-12
COc1ccc(C2=NN(C(C)=O)C(c3c(OC)ccc4ccccc34)C2)cc1OC (stereo not drawn)	-7
COc1cc(C(=O)NCC(=O)Nc2nc3ccccc3[nH]2)cc(OC)c1OC	-10
O=C(Cn1ccn(-c2ccc(F)cc2)c(=O)c1=O)Nc1ccccc1C(F)(F)F	-21
Cc1sc2ncnc(SCC(=O)Nc3ccc(Cl)c(C(F)(F)F)c3)c2c1C	0

Among those listed so far, these have an aryl thioether with sulfur outside any ring:
SMILES	PriA SSB inh
CCc1cccc(NC(=O)CSc2nccn3nc(-c4ccc(F)cc4)cc23)c1	-14
Cc1ccc(-c2csc3c(=O)n(C)c(SCC(=O)Nc4cccc(C#N)c4)nc23)cc1	16
Cc1sc2ncnc(SCC(=O)Nc3ccc(Cl)c(C(F)(F)F)c3)c2c1C	0

(listing goes on)
SMILES	PriA SSB inh
O=C(NCCN1Cc2cc(Cl)ccc2OCC1=O)c1ccc(Br)o1	-4
Cc1ccc(C=Nn2c(C)nnc2C)o1	-14
FC(F)(F)c1ccccc1/C=C/c1nn2c(-c3ccncc3)nnc2s1	0
CC(=O)Nc1ccc(S(=O)(=O)N2CCC(Oc3cnccn3)CC2)cc1	3
COc1cccc(CNC(=O)Cn2nc(NC(C)C)c(-c3nc(-c4ccc(Cl)cc4)no3)c2N)c1	-13
CCOC(=O)c1c(C)oc2c(F)c(F)c(F)c(F)c12	5
CSC1CCN(C(=O)CSCc2ccccc2)C1 (stereo not drawn)	-13
Cc1cc(NC(=O)c2c(-c3ccccc3Cl)noc2C)n(-c2nc3c(c(=O)[nH]2)CCC3)n1	-2
CC(C)c1cccc(N2C=C(C#N)S(=O)(=O)c3c(F)cccc32)c1	-8
O=C(Cn1cccn1)N1CCN(c2cc(C(F)(F)F)ncn2)CC1	-6
CC(=NNC(=O)c1cccs1)c1ccc(N2CCOCC2)cc1	-11
O=C(NCCC1CCCCN1S(=O)(=O)c1cccs1)Nc1ccccc1 (stereo not drawn)	0
O=C(OCc1cc(-c2ccc(Cl)cc2)on1)c1cc(=O)c2ccccc2o1	-21
C[C@]12CCC3c4ccc(O)cc4CCC3C1CCC2=NN (stereo partly drawn)	-13
O=c1cccnn1CCNS(=O)(=O)Cc1ccccc1	-2
Cc1ccc(N2CCCS2(=O)=O)cc1NS(=O)(=O)c1ccc(Br)s1	4
O=C(Nc1ccc(Cl)c2ncsc12)c1ccc([N+](=O)[O-])o1	6
NC1=NC(=O)C(CC(=O)NCC(=O)O)S1 (stereo not drawn)	-5
Cc1cc(C(=O)NN=Cc2cccs2)n[nH]1	-5
CCc1ccc(CNC(=O)c2sccc2S(=O)(=O)N2CCN(c3ccc(F)cc3)CC2)cc1	-16
Cc1sc(NC(=O)c2ccco2)c(C(N)=O)c1C	-17
Clc1ccc(OCCn2c(CN3CCOCC3)nc3ccccc32)cc1	8
O=C(Nc1ccc2c(c1)N(C(=O)c1cccs1)CC2)c1cccs1	9
NC(=O)NN=Cc1ccc(OCc2cccc(Cl)c2)cc1	-7
Cn1ccnc1SCc1cc(=O)c(OC(=O)C2(c3ccc(Cl)cc3)CCCC2)co1	33
CCOC(=O)CCC(=O)N1CCC[C@H](c2nnc(CC(C)(C)C)o2)C1	-9
COc1ccc(-c2cc(-c3cccs3)nc(SCC(=O)NC[C@H]3CCCO3)c2C#N)cc1	-8
Cc1sc(NC(=O)c2ccco2)c(C(c2ccccc2)N2CCN(C)CC2)c1C (stereo not drawn)	9
COc1ccc(CCC(=O)N[C@H]2CC(=O)N(c3ccc4c(c3)OCCO4)C2)cc1	-8
CC(=NN(Cc1ccccc1)c1ccccc1)c1cccnc1	11
O=C(NC1CCN(Cc2ccccc2)CC1)c1nnn(-c2ccccc2)c1-n1cccc1	-12
COc1ccc(-c2cn3nc(SCC(=O)Nc4cc(OC)ccc4OC)ccc3n2)cc1	-9
CC(=O)N1CCc2c(sc(N)c2C(N)=O)C1	5
Cc1ccsc1C(O)CNC(=O)c1cncc(Br)c1 (stereo not drawn)	-9
Cc1cc(NC(=O)CCS(=O)(=O)c2ccccc2)n(C)n1	-9
O=C(c1ccccc1S(=O)(=O)C(F)F)N1CCC(c2cccs2)CC1	-16
C(=NNc1nc(-c2ccccc2)cs1)c1cccnc1	9
CC(=NNC(=O)C1CC1)c1ccc2c(c1)OCCO2	-1
CCCC(=O)Nc1sc2ccccc2c(=O)c1C(=O)Nc1ccc(C)cc1	-9
Cc1cccc(C)c1NC(=O)C(=O)NCCCn1ccnc1	-2
COc1ccc(CC(=O)N/N=C\c2ccc[nH]2)cc1	3
COc1cc(/C=C2\SC(=S)N(c3ccc(CC(=O)O)cc3)C2=O)cc(OC)c1OC	-8
COc1ccc(C(=O)CSc2nc(N)c(NC(=O)c3ccco3)c(=O)[nH]2)cc1	4
CCOC(=O)C[C@H]1C(=O)NCCN1C/C=C\c1ccccc1OC	0
Cc1ccc(N2C(=O)C3N=NN(Cc4nc(-c5ccccc5C)no4)C3C2=O)cc1F (stereo not drawn)	0
Cc1nc(SCc2ccccn2)[nH]c(=O)c1C	6
CCc1cc2c(=O)[nH]c(CCl)nc2s1	-9
Cc1nc(NCCNS(C)(=O)=O)cc(N(C)C)n1	-4
O=[N+]([O-])c1cc(C=NO)ccc1N1CCCC1	14
Cc1nn(Cc2ccccc2)c(Cl)c1C=NNC(=O)CNc1cccc(C(F)(F)F)c1	-10

New compounds follow
SMILES	PriA SSB inh
Cc1cc(C)c(C)c(-c2nnc(NC(=O)c3ccc([N+](=O)[O-])cc3[N+](=O)[O-])s2)c1C	-18
COC(=O)c1ccc(NC(=O)c2ccc(S(=O)(=O)Nc3ccc4c(c3)OCO4)o2)cc1	11
CN(C)C(C#N)c1cccc(Cl)c1Cl (stereo not drawn)	24
CCC(=O)N1CCc2ccc(NC(=O)c3cccc(OC)c3OC)cc2C1	1
Cc1ccccc1N=c1scc(-c2ccc(F)cc2)n1CCO	71
CCOC(=O)c1cccc(NC(=O)CSc2nc3c(-c4ccccc4)c[nH]c3c(=O)n2C2CC2)c1	-18
CCc1ccc(OCCS(=O)(=O)Nc2nc(C)c(C)s2)cc1	2
CS(=O)(=O)N1C2CCC1CC(NC(=O)N1CCNC1=O)C2 (stereo not drawn)	-10
O=C1CCCNCC1	-21
CN1C(=N)NC(=O)/C1=C/c1ccccc1F	-1

Taken from above:
Cc1ccccc1N=c1scc(-c2ccc(F)cc2)n1CCO in PriA SSB inh = 71
CCc1ccc(OCCS(=O)(=O)Nc2nc(C)c(C)s2)cc1 in PriA SSB inh = 2

The list continues.
SMILES	PriA SSB inh
Cc1cc(N)nc(NCC(=O)O)n1	1
CN(C(=O)CCCn1nc(-c2cccs2)ccc1=O)c1ccccc1	9
O=C(Nn1cnc2c(cnn2-c2ccc(F)cc2)c1=O)c1cccc(F)c1	1
O=C(CSc1nc2c(cnn2-c2cccc(Cl)c2)c(=O)[nH]1)N1CCN(c2ccccc2)CC1	6
Cc1ccc(-c2cnoc2NC(=O)CSc2nc(-c3ccccc3)cc(=O)[nH]2)cc1	3
Cn1c(C2CCN(S(C)(=O)=O)CC2)nn(CC(=O)N2CCCC2)c1=O	-9
O=C(NCC[C@H](O)c1cccc2ccccc12)Nc1c(F)cccc1F	-10
CC(C)(C)n1nc2c(c1NC(=O)C(=O)N1CCC(C(N)=O)CC1)CS(=O)(=O)C2	3
CCOC(=O)c1sc(NN=Cc2cc(Br)c(O)c(OC)c2)nc1C	-4
Cc1cc(NC(=O)c2ccncc2)c2cc(F)cc(F)c2n1	-12
O=C(NCC(c1ccc2c(c1)OCO2)N1CCOCC1)OCc1ccccc1 (stereo not drawn)	-7
O=C(CSc1ccc(F)cc1)N1CCc2nc3ccc(Cl)cn3c(=O)c2C1	-2
CCCS(=O)(=O)NCCS(=O)(=O)N1CCN(c2cccc(Cl)c2)CC1	-6
CCc1ccc(OCC(=O)NN=C(C)c2ccccc2OC(F)F)cc1	-7
